Compound activity: PubChem BioAssay, National Center for Advancing Translational Sciences (NCATS)
Tau fibril FP – inhibitors of human tau fibril formation. Potency, µM (series often up to 57.7 µM), for inactives: top-dose activity, negative = inhibition, hits mostly inhibitors. AID 1468. K18 P301L tau heparin fibrillization, Alexa594 FP, 6 h. hit rate 0.39% among 280,000. P10636; further: on the % scale 0 is the no-effect control and ±100 the full control effect; nearly all actives have a fitted effect of over 55% in size
Target sequence (P10636 561-689 P618L limits assumed): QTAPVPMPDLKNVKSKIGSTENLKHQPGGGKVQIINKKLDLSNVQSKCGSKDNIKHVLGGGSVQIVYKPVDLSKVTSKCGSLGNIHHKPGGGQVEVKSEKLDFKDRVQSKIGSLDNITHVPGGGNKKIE
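K18 P301L tau (15 uM unlabeled/0.24 uM Alexa 594-labeled, final) + compound + heparin 20 uM final; 100 mM NaOAc pH 7; 6 hr 37 C; ThT 30 uM final added, 1 hr RT; FP ex 555/em 632 nm.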
TRb SRC2 PPI – inhibitors of human thyroid hormone receptor beta-SRC2 interaction. hit rate 0.065% among 280,000. TRbeta-SRC2 peptide binding, fluorescence polarization; receptor liganded with 1 µM T3. AID 1469. Potency, µM (doses to about 106 µM), without a hit: at the highest dose activity change, negative = inhibition, actives largely listed as inhibitors;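 further: plate controls were bound peptide for no effect and peptide without receptor for full effect; nearly all actives have a fitted effect of over 50% in size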
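Compounds were added to 0.6 uM TRb ligand-binding domain and 20 nM Texas Red-labeled SRC2 peptide in Tris buffer containing 1 uM T3, incubated 5 hr at ambient temperature, then read by fluorescence polarization.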
HTT ATP protect – cytoprotection in Huntington HTT-Q103 PC12 cell model | AID 1471 | Potency, µM (top dose mostly 56.4 µM), without a hit: cytoprotection (ATP increase), most hits filed as activators | PC12 HTT-Q103 induced, cytoprotection, ATP luminescence, 40 h | hit rate 0.14% among 230,000;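 further: % of control where 0% means no effect; nearly all actives have a fitted effect of over 45% in size; toxic huntingtin expression switched on by the ecdysone agonist tebufenozide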
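Compounds added alongside 100 nM tebufenozide, which induces toxic Q103 huntingtin exon 1-GFP in stable PC12 cells; surviving cells quantified by luminescent ATP measurement. Medium: phenol red-free DMEM, 5% equine and 5% calf serum.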
RECQ1 inh – inhibitors of human RECQ1 DNA helicase; Potency, µM (series often up to 57.3 µM), inactives show at the highest dose activity, negative = inhibition, actives largely listed as inhibitors; P46063; AID 2549; RECQ1 DNA unwinding, red fluorescence kinetic read; hit rate 0.54% among 240,000;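 further: plate controls were vehicle for no effect and no enzyme for full effect; nearly all actives have a fitted effect of over 30% in size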
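RECQ1T1 50 nM; forked duplex (20 bp + 30-nt ss tails) 200 nM, ATP 2 mM final; pH 8.0, 2 mM MgCl2, 2.5 ug/ml poly(dI-dC); 15 min compound preincubation; discontinuous kinetic read over 2 h at RT.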
L3MBTL1 inh – blocks human L3MBTL1; Q9Y468; AID 485360; AlphaScreen L3MBTL1–H3K9me1 peptide binding; hit rate 0.66% among 230,000; Potency, µM (top dose mostly 57.1 µM), without a hit: at the top dose activity, negative = inhibition, actives largely listed as inhibitors; further: on the % scale 0 is the no-effect control and ±100 the full control effect; nearly all actives have a fitted effect of over 60% in size
Target sequence (Q9Y468 whole entry, looked up): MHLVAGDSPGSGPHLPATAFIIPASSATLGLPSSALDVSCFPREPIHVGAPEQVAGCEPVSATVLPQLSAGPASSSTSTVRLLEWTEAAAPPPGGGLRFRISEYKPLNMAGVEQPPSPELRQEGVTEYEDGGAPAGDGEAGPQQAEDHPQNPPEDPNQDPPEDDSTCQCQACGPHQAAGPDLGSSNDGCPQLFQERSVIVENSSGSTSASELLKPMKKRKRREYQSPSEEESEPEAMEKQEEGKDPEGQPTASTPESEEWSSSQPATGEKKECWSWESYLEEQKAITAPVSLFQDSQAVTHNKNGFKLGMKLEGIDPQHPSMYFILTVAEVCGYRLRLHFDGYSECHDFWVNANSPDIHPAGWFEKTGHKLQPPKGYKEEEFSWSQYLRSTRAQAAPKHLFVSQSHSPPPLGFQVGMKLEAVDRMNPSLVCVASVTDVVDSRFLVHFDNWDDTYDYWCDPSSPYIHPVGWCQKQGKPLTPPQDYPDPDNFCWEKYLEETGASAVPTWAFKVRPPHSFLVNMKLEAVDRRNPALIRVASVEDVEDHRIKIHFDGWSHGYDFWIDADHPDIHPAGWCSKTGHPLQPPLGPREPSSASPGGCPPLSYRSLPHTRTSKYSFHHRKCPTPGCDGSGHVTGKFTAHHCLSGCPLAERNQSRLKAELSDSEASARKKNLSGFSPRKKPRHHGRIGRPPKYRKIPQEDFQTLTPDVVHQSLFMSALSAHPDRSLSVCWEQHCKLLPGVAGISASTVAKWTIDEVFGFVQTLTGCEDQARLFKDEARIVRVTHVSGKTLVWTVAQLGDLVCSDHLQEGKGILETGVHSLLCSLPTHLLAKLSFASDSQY
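AlphaScreen proximity signal between nickel-chelate acceptor and streptavidin donor beads (final 10 ug/mL) reports binding of 50 nM L3MBTL1 to 75 nM biotin-H3 K9me1 peptide; complex incubated with compounds 30 min at room temperature; cefsulodin titration as control.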
Tau fluor cs – counter-screen for tau fibril formation inhibitors. hit rate 0.93% among 280,000. AID 1463. Potency, µM (highest dose often 57.7 µM), for inactives: at the top dose activity change, negative = decrease. tau K18 P301L Alexa594 fluorescence, heparin fibrillization; further: on the % scale 0 is the no-effect control and ±100 the full control effect; nearly all actives have a fitted effect of over 55% in size
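Human K18 P301L tau (15 uM unlabeled plus 0.24 uM Alexa 594-labeled, final) in 100 mM sodium acetate pH 7 was mixed with compound and 20 uM heparin and incubated 6 hr at 37 C.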
Tau fibril ThT – tau fibrillization inhibition (ThT binding) | Potency, µM (titrated, usually from 57.4 µM), for inactives: at the highest dose activity, negative = inhibition, most hits filed as inhibitors | hit rate 2.1% among 270,000 | recombinant tau K18 P301L (four-repeat tau fragment), heparin-induced fibrillization, ThT fluorescence | P10636 | AID 1460; further: on the % scale 0 is the no-effect control and ±100 the full control effect; nearly all actives have a fitted effect of over 55% in size
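Tau K18 P301L fragment (15 uM unlabeled plus 0.24 uM Alexa 594-labeled) in 100 mM sodium acetate pH 7 with compound, fibrillization induced by 20 uM heparin for 6 hr at 37 C. Thioflavin T (30 uM) added, fluorescence read after 1 hr (ex 450, em 510 nm).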
TR SRC2 fluor cs – counter-screen for TRb-SRC2 inhibitors: fluorescence interference | hit rate 0.29% among 280,000 | Potency, µM (titrated, usually from 106 µM), inactives show top-dose fluorescence change, negative = quenching | AID 1479 | TRb/SRC2 Texas Red total fluorescence interference; active means well fitted curve in either direction with a large enough effect; inconclusive means small, poorly fitted or top-dose-only effect; further: on the % scale 0 is the no-effect control and ±100 the full control effect
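Flags fluorescent or light-absorbing compounds by total fluorescence, S + 2P, at 555 nm excitation and 632 nm emission. Mixture: 20 nM Texas Red SRC2 peptide, 0.6 uM human TRb LBD, 1 uM T3, 5% DMSO; compound exposure 5 h at ambient temperature.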
* marks the source's active call; other numbers are inactive results; i = inactive; u = inconclusive; x = not tested or not shown; [ ] = dose if it differs, or a comment. Unless noted, the call rests on the fitted dose curve; in most records, active means well fitted curve in the direction sought with a large enough effect; inconclusive means small, poorly fitted or top-dose-only effect, or another doubt; inactive means no such curve, though single readings can be large; an effect the other way counts as inactive or inconclusive. Potency means the concentration at half of the fitted maximal effect.

SMILES	Tau fibril FP	TRb SRC2 PPI	HTT ATP protect	RECQ1 inh	L3MBTL1 inh	Tau fluor cs	Tau fibril ThT	TR SRC2 fluor cs
CC(=O)Nc1ccc(S(=O)(=O)N(CC(=O)O)Cc2ccccc2)cc1	1%	4%	-4%	-1%	x	2%	-2%	2%
C=CCN(CC=C)S(=O)(=O)c1ccc(C(=O)Nc2nnc(COC)o2)cc1	2%	-5%	-53%[inhibitor]	i	18%	-8%	0%	0%
O=C1Oc2ccccc2C(=O)/C1=C/c1ccccc1O	3%	-2%	14%[10 µM]	15%	-12%	2%	4%	-4%
COc1ccc(C=C2C(=O)OC(C)(C)OC2=O)cc1OC	-11%	-1%	24%[10 µM]	i	13%	-7%	-11%	-1%
CN(C(=O)CC1C(=O)NCCN1CC(c1ccccc1)c1ccccc1)C(C1CC1)C1CC1 (configuration not stated)	2%	-2%	6%[10 µM]	i	-5%	-3%	-13%	5%
CCCc1nc(SCC(=O)Nc2nnc(SCC)s2)c2c(=O)n(C)c(=O)n(C)c2n1	-9%	1%	-12%[10 µM]	-5%	9%	-7%	1%	-2%
Cc1ccc(Nc2nc3ccccc3n3nnnc23)cc1	u	-4%	-37%[inhibitor]	4%	x	-27%	-13%	-1%
Cc1ccc(NC(=O)Nc2cccc([N+](=O)[O-])c2)cc1F	u	2%	-5%[10 µM]	-9%	-5%	5.6µM*[quencher]	u	-8%
CCC(C)(C)n1nnnc1C(c1ccncc1)N1CCC(Cc2ccccc2)CC1 (configuration not stated)	3%	5%	20%	-7%	x	-7%	-23%	1%
O=C(Nc1ccc(F)c(Cl)c1)N1CCC(CN2CCc3ccccc3C2)CC1	u	0%	x	x	x	-4%	2%	-14%
O=C(Nc1nnc(-c2cccc(F)c2)s1)Nc1ccccc1F	-9%	-12%	23%[10 µM]	i	6%	-2%	-4%	-1%
Cc1ccc(NC(=O)C2CCN(C(=O)NC3CCCCC3)CC2)cc1	u	-15%	0%[10 µM]	-1%	12%	2%	-1%	-2%
O=C(NC1CC1)C1CCN(C2CCN(C(=O)c3ccc4cccc(F)c4n3)CC2)CC1	2%	-6%[53 µM]	9%[10 µM]	22%	1%	0%	-2%	0%[53 µM]
COC(=O)CSc1nnc(SCc2ccc(Cl)cc2)s1	-11%	5%	-31%	-5%	x	-23%	-10%	1%
Cc1ccccc1NC(=O)CN(c1ccc(Cl)cc1Cl)S(=O)(=O)c1ccccc1	-3%	4%	x	x	x	-27%	-2%	-4%
COCCC(=O)N1CCCC(CNS(=O)(=O)c2ccc(OC)cc2)C1 (configuration not stated)	2%	-6%	-4%[10 µM]	-5%	-4%	-4%	-5%	-2%
CCN(CC)CCOC(=O)c1ccc(NC(=O)c2nn(-c3ccc(C)cc3)c(=O)c3c2c2ccccc2n3C)cc1	-10%	-3%	x	x	x	-24%	-12%	0%
Cc1nc(N2CCCC2)c2c(C(=O)Nc3ccc(C)c(Cl)c3)c(C)oc2n1	-4%	-6%	x	x	x	-9%	-1%	-4%
COc1ccc(N2C(=O)C3C4C=CC(C4)C3C2=O)nn1 (configuration not stated)	4%	-8%	15%[10 µM]	-14%	8%	8%	2%	0%
CCC(C)NC(=O)Cn1ncc2c([nH]c3ccc(C)cc32)c1=O (configuration not stated)	0%	4%	x	x	x	5%	11%	4%
Cc1cc(=O)[nH]c(SCC(=O)Nc2cc(S(=O)(=O)N3CCCC3)ccc2Cl)n1	-3%	-1%	17%[10 µM]	-4%	5%	-9%	-7%	-2%
C=CCn1c(SCC(=O)Nc2c(C)n(C)n(-c3ccccc3)c2=O)nc2sc(C)c(-c3ccccc3)c2c1=O	-5%	-17%	-9%	-10%	-2%	-7%	-23%	-5%
O=c1cc(CSc2nnc(-c3ccco3)o2)c2ccccc2[nH]1	-4%	-9%	-20%	i	x	-11%	-15%	1%
COc1ccccc1Nc1nc(-c2c(C)nc3ncccn23)cs1	0%	-1%	-11%[10 µM]	u	-13%	u	u	-2%
Cc1cc(CN2CCCC(CO)(Cc3cccc(Cl)c3)C2)n[nH]1 (configuration not stated)	-3%	2%	7%[10 µM]	8%	-6%	-12%	-8%	1%
The results go on.
SMILES	Tau fibril FP	TRb SRC2 PPI	HTT ATP protect	RECQ1 inh	L3MBTL1 inh	Tau fluor cs	Tau fibril ThT	TR SRC2 fluor cs
COc1ccccc1C1=NN(C2=NN=C(N)Cc3ncnn32)C(O)(C(F)(F)F)C1 (configuration not stated)	-8%	4%	-63%[inhibitor]	i	59%[activator]	-6%	-9%	-5%
COc1ccc(CN2CC(=O)N(c3ccc(C)cc3C)C2=S)cc1OC	-12%	-2%	-41%[inhibitor]	-1%	x	-13%	-9%	-2%
CCCCOC(=O)Cn1c(=O)n(CC(=O)OCCCC)c2cc(C)ccc21	5%	0%	24%	i	x	-12%	-12%	1%
Cc1nc2ccc(NC(=O)C3COc4ccccc4O3)cc2s1 (configuration not stated)	-5%	-7%	0%[10 µM]	-6%	x	6%	x	0%
COc1ccc(/C=C/C(=O)NC(=S)NNC(=O)Cc2cccs2)cc1OC	3%	4%	-5%[10 µM]	-3%	x	-13%	-21%	7%
COc1ccc(-c2ccnc(-c3ccc(OCCCF)cc3)n2)cc1	u	-5%	-38%[10 µM]	-4%	2%	u	-33%	-9%
Cc1cc(C)c(NS(=O)(=O)c2ccc3c(c2)CC(C)N3C(=O)C2CCC2)c(C)c1 (configuration not stated)	4%	1%	x	x	x	-8%	-1%	4%
CCc1ccc(N(CC(=O)NC2CCCCC2)S(=O)(=O)c2c(C)noc2C)cc1	-5%	-4%	-15%	-2%	4%	-11%	-4%	-2%
O=C(O)COc1ccc2nsnc2c1Cl	3%	-6%	-6%	3%	2%	0%	-5%	1%
COc1ccc(S(=O)(=O)N2CCCC(C(=O)NCc3ccccn3)C2)cc1 (configuration not stated)	-3%	-2%	4%[0.074 µM]	-5%	-3%	5%	4%	-5%
O=C(NCc1nc2ccccc2[nH]1)c1c(F)cccc1F	-1%	-3%	x	x	x	-15%	-10%	-17%
COc1cccc(NC(=O)CNC(=O)c2ccc(OC)c(OC)c2)c1	0%	-1%	-23%	i	7%	6%	9%	0%
CC1=NN(c2ccccc2)C(=O)/C1=C\c1ccc(Oc2ccc([N+](=O)[O-])cc2[N+](=O)[O-])cc1	u	-22%	4%[10 µM]	-10%	u	14µM*[quencher]	14µM*	-7%
Cc1nnc(SCC(=O)N2CCN(Cc3ccccc3)CC2)s1	6%	-2%	2%[0.074 µM]	-6%	-15%	1%	1%	3%
Nc1nc2n(n1)C(c1ccccc1Cl)CC(c1ccc(F)cc1)N2 (configuration not stated)	-4%	1%	4%	0%	-2%	-9%	-10%	-5%

Pulled by compound from above, 5 records:
SMILES	Tau fibril FP	TRb SRC2 PPI	HTT ATP protect	RECQ1 inh	L3MBTL1 inh	Tau fluor cs	Tau fibril ThT	TR SRC2 fluor cs
CC1=NN(c2ccccc2)C(=O)/C1=C\c1ccc(Oc2ccc([N+](=O)[O-])cc2[N+](=O)[O-])cc1	u	-22%	4%[10 µM]	-10%	u	14µM*[quencher]	14µM*	-7%
COc1ccccc1C1=NN(C2=NN=C(N)Cc3ncnn32)C(O)(C(F)(F)F)C1 (configuration not stated)	-8%	4%	-63%[inhibitor]	i	59%[activator]	-6%	-9%	-5%
Cc1nc2ccc(NC(=O)C3COc4ccccc4O3)cc2s1 (configuration not stated)	-5%	-7%	0%[10 µM]	-6%	x	6%	x	0%
O=C(O)COc1ccc2nsnc2c1Cl	3%	-6%	-6%	3%	2%	0%	-5%	1%
COc1ccc(CN2CC(=O)N(c3ccc(C)cc3C)C2=S)cc1OC	-12%	-2%	-41%[inhibitor]	-1%	x	-13%	-9%	-2%

Only part of the results is shown; count on the stated rates, not on these rows.
